Compound activity (PubChem BioAssay)
TEAD-YAP block: TEAD-YAP interaction inhibition. HEK-TIYL cells, TEAD-Gal4/YAP UAS-luciferase luminescence. inhibition, % at 9.12 µM. actives 1.4% (n = 640,000). AID 1259422; in the data active means inhibition above about 32%;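 further: 0% = median of test compound wells and 100% = reference inhibitor wells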
FBW7 act: human FBW7 E3 ligase activation, primary screen. AlphaScreen FBW7–phospho-cyclin E peptide binding, activator screen. actives 0.13% (n = 650,000). normalized activity (activation), % at 26.1 µM; in the data active means normalized activity above about 1.9%;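 further: purified mutant Fbw7 with reduced substrate affinity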
MITF inh: human MITF inhibition, primary screen; AlphaScreen MITF homodimerization, bead proximity signal; inhibition, % at 2.6 µM; actives 0.91% (n = 650,000); AID 1259374; in the data active means inhibition above about 50%;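 further: 0% = vehicle wells with protein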
Target sequence (O75030 whole entry, looked up): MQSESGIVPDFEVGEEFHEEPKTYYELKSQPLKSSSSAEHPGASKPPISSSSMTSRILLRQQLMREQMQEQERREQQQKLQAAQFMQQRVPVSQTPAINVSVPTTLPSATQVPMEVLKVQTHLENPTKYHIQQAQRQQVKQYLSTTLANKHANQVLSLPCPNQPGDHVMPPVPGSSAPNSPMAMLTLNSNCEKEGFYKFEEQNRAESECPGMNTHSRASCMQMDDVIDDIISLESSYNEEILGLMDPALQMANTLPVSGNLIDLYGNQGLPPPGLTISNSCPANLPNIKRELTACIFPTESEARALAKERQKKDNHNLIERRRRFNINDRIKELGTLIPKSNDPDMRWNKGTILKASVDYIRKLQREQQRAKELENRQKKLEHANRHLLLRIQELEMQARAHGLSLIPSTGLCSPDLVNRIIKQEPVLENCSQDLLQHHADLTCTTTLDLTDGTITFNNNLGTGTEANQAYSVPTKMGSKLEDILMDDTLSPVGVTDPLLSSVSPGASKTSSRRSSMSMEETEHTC
GPR151 activ: human GPR151 activation | Q8TDV0 | actives 1% (n = 650,000) | AID 1508602 | PathHunter beta-arrestin GPR151 cells, luminescence | activation, % at 11.2 µM; in the data active means activation above about 4.9%;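 further: 0% = median of compound wells and 100% = cells with positive control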
Target sequence (Q8TDV0 whole entry, looked up): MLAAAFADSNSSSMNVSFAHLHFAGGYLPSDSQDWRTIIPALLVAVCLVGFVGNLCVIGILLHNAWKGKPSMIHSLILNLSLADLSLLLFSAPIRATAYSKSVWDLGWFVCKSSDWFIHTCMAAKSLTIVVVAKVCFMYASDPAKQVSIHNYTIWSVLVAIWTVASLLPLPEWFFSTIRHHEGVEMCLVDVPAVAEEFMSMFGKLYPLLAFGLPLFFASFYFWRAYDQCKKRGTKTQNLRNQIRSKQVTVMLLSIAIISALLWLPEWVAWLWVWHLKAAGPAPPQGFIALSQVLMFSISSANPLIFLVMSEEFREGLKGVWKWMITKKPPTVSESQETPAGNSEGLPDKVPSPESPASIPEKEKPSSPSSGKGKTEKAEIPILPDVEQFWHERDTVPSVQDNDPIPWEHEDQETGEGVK
Numbers without * were called inactive.

Start of the data: the first 5 records as a preview:
Every second line gives: MITF inh	TEAD-YAP block	GPR151 activ	FBW7 act
- CCOC(=O)c1cnc2c(C)cc(C)cc2c1Nc1ccc(Cl)cc1C
 : 6	11	-1.2	0.1
- CC1=C(C(=O)Nc2ccc(F)cc2)C(c2ccco2)NC(=O)N1 (stereo not drawn)
 : 14	5	-0.8	0.2
- NS(=O)(=O)c1ccc(NC(=O)CSCCOC(=O)c2cc3ccccc3o2)cc1
 : -2	5	0.1	-0.1
- COc1ccc(CNc2ccnc3c(-c4ccc(OC)cc4)cnn23)cc1
 : -1	12	1.5	0.0
- CC(=O)c1ccc(NC(=O)C(C)OC(=O)c2ccccc2)cc1 (stereo not drawn)
 : 3	-11	2.4	0.0

This part in full, previewed entries included:
Every second line gives: MITF inh	TEAD-YAP block	GPR151 activ	FBW7 act
- CCOC(=O)c1cnc2c(C)cc(C)cc2c1Nc1ccc(Cl)cc1C
 : 6	11	-1.2	0.1
- CC1=C(C(=O)Nc2ccc(F)cc2)C(c2ccco2)NC(=O)N1 (stereo not drawn)
 : 14	5	-0.8	0.2
- NS(=O)(=O)c1ccc(NC(=O)CSCCOC(=O)c2cc3ccccc3o2)cc1
 : -2	5	0.1	-0.1
- COc1ccc(CNc2ccnc3c(-c4ccc(OC)cc4)cnn23)cc1
 : -1	12	1.5	0.0
- CC(=O)c1ccc(NC(=O)C(C)OC(=O)c2ccccc2)cc1 (stereo not drawn)
 : 3	-11	2.4	0.0
- Cn1cc(-c2nn(-c3ccccc3)cc2/C=C(\C#N)C(N)=O)c2ccccc21
 : 5	9	-1.1	0.5
- CCCOc1ccc(OC(=O)c2sc3ncn(Cc4cccc(F)c4)c(=O)c3c2C)cc1
 : 15	-1	0.6	0.1
- COc1ccc(C(C(=O)Nc2ccc3c(c2)OCCO3)N(C)C(=O)Cc2cccs2)cc1 (stereo not drawn)
 : 2	-24	1.5	-0.1
- FC(F)(F)c1ccc(Nc2nc(NCCOc3ccccc3)c3ncn(-c4ccccc4)c3n2)cc1
 : -8	-4	-2.3	-0.1
- OCC1(C2=NOC(O)(C(F)(F)F)C2)CCCCC1 (stereo not drawn)
 : 3	6	-0.2	0.0
- CCOc1ccc(C2NC(=O)NC(C)=C2C(=O)Nc2cccc(C)c2C)cc1 (stereo not drawn)
 : 7	-1	-0.4	0.1
- Cc1ccc(NS(=O)(=O)c2ccc(C)c(C(=O)O)c2)c(C)c1
 : -5	15	2.0	-0.4
- CCOc1ccccc1Nc1nc(-c2sc(NC(=O)c3ccccc3)nc2C)cs1
 : -6	-5	-7.5	0.0
- COc1ccc(-c2nc3ncnc(NCc4cccc(C(F)(F)F)c4)c3[nH]2)cn1
 : 13	54*	0.4	-0.2
- CCN1CCN(C(=O)c2ccc(COc3ccc(Cl)cc3)o2)CC1
 : 13	-4	1.0	-0.1
- O=C(Nc1ccc2c(c1)OCO2)c1cc2n(n1)C(C(F)(F)F)CC(c1ccc(Cl)c(Cl)c1)N2 (stereo not drawn)
 : 7	-2	-1.0	0.1
- CCCCC(=O)NCc1ccc2c(c1)cc(C)n2C
 : 5	-12	-0.2	0.0
- Cc1ccc(S(=O)(=O)Nn2c(C)ccc2C)cc1
 : 7	-5	-0.4	0.5
- CCNC(=O)c1cc(-c2ccc(C)s2)nc2ccccc12
 : -1	7	1.0	0.1
- Cc1ccsc1C1C(C#N)=C(N)Oc2n[nH]c(-c3ccccc3)c21 (stereo not drawn)
 : -5	0	0.2	-1.0
- Cc1nnc(SC2CC(=O)N(c3ccc(Cl)c(Cl)c3)C2=O)s1 (stereo not drawn)
 : 9	-1	0.9	0.0
- CCC(=O)Nc1ccc(C(=O)Nc2cc(Cl)ccc2C(=O)O)cc1
 : -2	-15	-0.8	-0.1
- CC(=O)N1CCN(c2nnnn2-c2ccccc2)CC1
 : -1	16	1.3	0.0
- Cc1cc(-c2nnc(CCC(=O)NCC3(O)CCCCC3)o2)c(C)o1
 : -26	4	0.0	0.0
- O=[N+]([O-])c1cc([N+](=O)[O-])c(N2CCOCC2)cc1NCc1ccccc1
 : 16	-1	-0.7	0.1
- Cc1cc(Nc2ccccc2Br)n2nc(C)nc2n1
 : 8	-1	-1.3	0.0
- COCC1CCCN(C(=O)c2cc(COc3cc(C)ccc3C)on2)C1 (stereo not drawn)
 : 11	-28	-0.8	-0.1
- Cc1ccc(N(Cc2ccc(C(=O)NCc3ccccc3)cc2)S(C)(=O)=O)cc1C
 : -1	-6	1.3	-0.2
- Cc1csc(SCc2c(C(=O)O)oc3ccccc23)n1
 : 9	-1	-1.3	0.1
- Cc1cccc(C)c1NC(=O)C(NC(=O)CC1NC(=O)NC1=O)c1ccccc1 (stereo not drawn)
 : 15	1	-1.7	1.1
- C=CCNCC(=O)Nc1sc2c(c1C(=O)OCC)CCCC2
 : 1	3	-1.1	0.7
- O=C(Nc1cc(Oc2ccccc2)cc([N+](=O)[O-])c1)c1cc2nc(-c3ccco3)cc(C(F)(F)F)n2n1
 : 5	2	-0.2	-0.2
- CCOC(=O)c1c(NC(=O)CSc2ncccn2)sc2c1CCC2
 : 3	-10	3.4	0.2
- CN(CC(=O)Nc1ccc(Cl)cc1)C(=O)C1CCCC1
 : 11	-13	-0.3	0.2
- O=C(NN1C(=O)c2ccccc2C1=O)C(c1ccccc1)c1ccccc1
 : 8	-2	-1.0	0.2
- O=C(Nc1ccc(N2CCC(NCCCN3CCOCC3)CC2)cc1)c1ccccc1F
 : -5	-6	0.2	-0.4
- COC(=O)Nc1c(C)n(C)n(-c2ccccc2)c1=O
 : 3	-2	-1.1	-0.2
- Cc1ccc(Nc2nc(Cc3ccccc3)nc3sc(C)c(C)c23)cc1Cl
 : 5	2	-1.0	0.1
- Cc1noc(-c2ccc(NC(=O)C3(c4ccc(Cl)cc4)CCCC3)cc2)n1
 : 11	4	2.9	0.2
- Cc1ccc(C)c(NC(=O)C2CC3CCCN3C23C(=O)N(C)c2ccccc23)c1 (stereo not drawn)
 : 13	5	2.0	-0.1
- N#C/C(=C\c1ccc(C#N)cc1)c1ccc([N+](=O)[O-])cc1
 : -1	-9	3.9	-0.1
- CC(=O)c1ccc(-n2c(O)c(C3=c4cc(F)ccc4=NC3=O)sc2=S)cc1
 : 6	8	0.8	0.0
- O=C(CSc1nnc(COc2ccccc2)n1-c1ccccc1)NC1CCCCC1
 : 21	6	-2.0	0.2
- CCC(C)NC(=O)Cn1ncc2c1-c1cc(C)ccc1OC2 (stereo not drawn)
 : 1	-11	0.4	0.0
- CCCCOc1ccc(C2=N/C(=C/c3cccs3)C(=O)O2)cc1
 : 1	0	-1.5	0.3
- CCOC(=O)C(NC(=O)c1ccccc1F)(Nc1cccc(C)n1)C(F)(F)F (stereo not drawn)
 : 13	2	-0.1	0.1
- CC1CC(C)CN(S(=O)(=O)c2ccc(C(=O)Nc3nc(-c4ccc(Oc5ccccc5)cc4)cs3)cc2)C1 (stereo not drawn)
 : 1	5	0.2	-0.2
- O=C(COC(=O)c1ccc(F)cc1F)Nc1ccc(Cl)cn1
 : -2	3	-1.3	-0.1
- Cc1ccc2cc(CN(C(=O)C3CCC3)C3CCCC3)c3nnnn3c2c1C
 : 2	3	-0.1	-0.1
- Cc1ccc(C2=NNC3(CCCCCCC3)S2)cc1
 : 20	-46	-3.2	0.1
- O=C(Nc1cccc(-c2cn3c(n2)SCC3)c1)c1ccc2ccccc2c1
 : -2	-54	0.6	-0.1
- O=C(Nc1ccc(Cl)cn1)C1CCCO1 (stereo not drawn)
 : 12	-10	1.7	0.5
- O=C(c1ccco1)N1CCN(Cc2ccccc2[N+](=O)[O-])CC1
 : 76*	-12	-0.8	0.8
- CN1C(=O)C(=O)/C(=C(\O)c2ccc(Cl)cc2)C1c1cccc([N+](=O)[O-])c1 (stereo not drawn)
 : 8	-5	-0.7	0.3
- CCOc1ccc(CN(C)C2CCN(C)CC2)cc1
 : 34	2	-1.1	-0.1
- Cc1ccc(S(=O)(=O)N2CCc3ccccc3C2)cc1C(N)=O
 : -31	5	2.7	0.0
- Clc1cc(NOCc2ccccc2)ncn1
 : 9	-5	-0.6	0.1
- O=C1c2ccccc2NC(c2ccc(N3CCOCC3)c([N+](=O)[O-])c2)N1Cc1ccco1 (stereo not drawn)
 : 10	2	4.1	0.4
- Cc1cc(C(=O)Nc2cccc(-c3nc4ccccc4[nH]3)c2)nn1C
 : 3	-10	0.4	-0.1
- CCn1nnnc1SCC(=O)Nc1ccccc1N1CCOCC1
 : 3	6	-0.2	0.1

Continuation.
Every second line gives: MITF inh	TEAD-YAP block	GPR151 activ	FBW7 act
- Cc1ccc(-c2ccc([C@@H]3C[C@H]4CN(C)C(=O)[C@]45CCCN35)cc2)o1
 : 12	-2	-0.8	0.1
- O=S(=O)(c1ccc(=S)[nH]c1)N1CCCC1
 : 1	4	1.5	0.4
- Cn1c(O)c(C(c2ccc([N+](=O)[O-])cc2)c2c(O)n(C)c(=S)[nH]c2=O)c(=O)[nH]c1=S
 : 17	7	-1.7	0.2
- COC(=O)c1ccc(Nc2nc(C)cc(C)n2)cc1
 : -6	-6	-0.8	0.0
- CN(C)S(=O)(=O)c1ccc(Cl)c(NC(=O)c2ccccc2C(=O)O)c1
 : 6	8	1.7	0.3
- COc1cc2nc(-c3cccc(N)c3)nc(Nc3cc(OC)c(OC)c(OC)c3)c2cc1OC
 : 12	12	-0.2	0.2
- O=C1C2CC3CC1CC(C(=O)N1CCOCC1)(C3)C2
 : -25	11	-1.0	0.0
- Cc1ccc(C)c(S(=O)(=O)Nc2ccc(S(=O)(=O)N3CCCCC3)cc2)c1
 : -15	-1	-1.0	0.0
- O=c1ccc2cc(S(=O)(=O)N3CCN(c4ccccc4)CC3)ccc2o1
 : -7	3	-1.5	-0.1
- Cc1ccc(NCC(=O)N/N=C\c2ccncc2)cc1
 : -2	-3	0.1	0.0
- COc1ccc2nc(N3CCCC(C(=O)NCCCN4C(C)CCCC4C)C3)sc2c1 (stereo not drawn)
 : 3	8	-0.3	0.0
- Cc1nnc(NC(=O)c2sc3ccccc3c2Cl)s1
 : 4	20	-0.8	0.1
- COc1cccc(N2C(=O)CC(NNC(=O)c3cccnc3)C2=O)c1 (stereo not drawn)
 : -2	-2	2.6	0.6
- CCc1nc2sc(C(=O)OC)c(N)c2c2c1CCCC2
 : -15	-4	0.9	0.0
- Cc1ccc(NC(=O)c2cc(S(=O)(=O)N3CCCCC3)ccc2F)cc1
 : 10	-3	-1.4	0.0
- COc1ccccc1C(=O)NCC(=O)N/N=C/c1cccc(Cl)c1
 : 11	1	0.2	0.0
- COC(=O)c1ccc(OC(=O)c2ccc(NC(=O)c3cccc([N+](=O)[O-])c3)cc2)cc1
 : 12	0	-2.0	0.6
- Cc1ccc(CNC(=O)Cn2cnc3c([nH]c4ccc(Br)cc43)c2=O)cc1
 : 8	3	-1.0	1.0
- NC(=O)c1oc2ccccc2c1NC(=O)C1=COCCO1
 : -1	18	1.6	0.0
- Cc1c(C(=O)N2CCCC2)sc2ncnc(N3CCCCC3C)c12 (stereo not drawn)
 : 14	-2	-0.4	0.6
- Cc1ccc(N2C(=O)C3C4C=CC(C5CC45)C3C2=O)cc1 (stereo not drawn)
 : 0	-14	-0.2	0.8
- Clc1ccc2nc(-c3ccc(Br)cc3)cn2c1
 : -13	-78	-0.2	0.0
- O=C(CN1C(=O)COc2ccccc21)c1ccccc1
 : 14	6	-0.7	0.0
- CC(=O)c1cccc(NC(=O)c2ncoc2-c2ccc(Cl)cc2)c1
 : 9	3	-0.8	0.1
- CC(=O)c1c(C)[nH]c(C(=O)N2CC(C)CC(C)C2)c1C (stereo not drawn)
 : 6	-3	-0.1	0.0
- CC(=O)Nc1ccc(SCC(=O)Nc2ccc(I)cc2)cc1
 : -4	-4	-0.2	0.0
- Cc1ccc(NC(=O)CS(=O)CC(=O)Nc2ccc3c(c2)CCC3)cc1Cl (stereo not drawn)
 : -2	-4	-0.7	0.1
- C/C(=N\NS(=O)(=O)c1ccc(C)c([N+](=O)[O-])c1)c1ccc(C#N)cc1
 : -7	-4	-1.8	-0.1
- N#CC1=C(C(F)(F)F)C=C(c2ccccc2)N2CCN=C12
 : 13	1	-0.9	0.0
- COc1ccccc1NC(=O)C1=C(C)Nc2ncnn2C1c1cccc2ccccc12 (stereo not drawn)
 : -16	4	-0.9	1.2
- O=C(CSc1nc2[nH]ncc2c(=O)[nH]1)Nc1ccc([N+](=O)[O-])cc1
 : 13	10	-0.7	0.2
- O=C(NCc1nnnn1-c1cccc(F)c1)C1CCCCC1
 : 1	-5	-1.5	-0.1
- Cc1ccc(C)n1-c1sc2c(c1C#N)CCCC2
 : 4	3	0.1	-0.3
- CCC(Sc1ncnc2c1c(-c1ccccc1)cn2-c1ccc(OC)cc1)C(=O)OC (stereo not drawn)
 : 15	0	-1.1	0.2
- CC(C(=O)N1CCN(C)CC1)n1sc2ccccc2c1=O (stereo not drawn)
 : 1	-12	1.7	-0.1
- C#CCn1c(=O)oc2cc(Cl)ccc21
 : 16	10	-0.7	0.3
- Cc1ccccc1C(=O)Nc1cccc(NC(=O)c2ccccc2C)n1
 : -17	6	-1.8	0.0
- CCOc1ccccc1NC(=O)c1cc(CC(C)C)oc1C
 : 7	1	1.3	0.0
- O=C(Cn1cnc2c(nnn2-c2ccccc2)c1=O)N1CCCc2ccccc21
 : -4	-3	-0.7	0.1

In the list so far, 3 have bromine:
Every second line gives: MITF inh	TEAD-YAP block	GPR151 activ	FBW7 act
- Cc1cc(Nc2ccccc2Br)n2nc(C)nc2n1
 : 8	-1	-1.3	0.0
- Cc1ccc(CNC(=O)Cn2cnc3c([nH]c4ccc(Br)cc43)c2=O)cc1
 : 8	3	-1.0	1.0
- Clc1ccc2nc(-c3ccc(Br)cc3)cn2c1
 : -13	-78	-0.2	0.0
